High-throughput results as filed in PubChem.
INS-1E GSIS act: GLuc luminescence reporter in INS-1E cells, primary screen for activators of glucose-dependent secretion of insulin. activation, % at 16.6 µM. INS-1E GLuc reporter insulin secretion, 2-3 h. actives 0.61% (n = 370,000);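 active means lowest replicate activation of at least 40%, so every replicate reaches that level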;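 further: 0% = median of neutral control wells and 100% = median of IBMX positive control wells; some compounds called inactive have numbers as strong as hits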
Xi reactivation: activators of inactive X chromosome reactivation, primary screen, imaging, XiGFP fibroblasts, GFP high-content imaging, set 2; XiGFP mouse fibroblasts, % GFP-positive cells imaging, 3 d; cells co-treated with 5-aza-dC sensitizer; scaled so ellipticine positive control = 100%; activation, % at 7.58 µM; AID 743238, 2013; actives 0.055% (n = 360,000);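 active means mean normalized replicate activation at least 10% and every replicate at or above 10%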;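 further: 0% = median of on-plate neutral control wells and 100% = ellipticine 6 µM median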
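Assay system: SV40-immortalized XiGFP fibroblast cells, line 68-5-11; buffer or medium: DMEM plus 5-aza-dC sensitizer; compound: one concentration, pinned; timing: compounds 3 days, fix/stain 15 min at room temperature; benchmarks: positive control ellipticine, 6 µM final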
esBAF inh: Bmi1 luciferase reporter increase in mESCs, primary screen, esBAF inhibitor project, mouse ES cells, Bmi1 luciferase knock-in, single point; 24 h; 100% = twice the neutral-well signal; reporter increase, % at 12.5 µM; actives 2% (n = 350,000); AID 602393, 2012; in the data active means activation above about 40%;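 further: 0% = median of the plate's neutral control wells and 100% = double that signal; a rise in the Bmi1 reporter signal indicates esBAF inhibition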
CFTR F508del cor: F508del CFTR correction, initial screen, CFBE line, single point; CFBE cells, YFP halide quenching; stimulated with forskolin plus potentiator P3; % fluorescence drop versus neutral controls; activity (quench increase), % at 7.58 µM; actives 0.36% (n = 350,000); AID 720511, 2013;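 active means mean added fluorescence quench of at least 8% versus neutral control, with both replicates also reaching 8%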;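 further: cells transiently co-express mutant CFTR-F508del with the halide-sensitive YFP; corrector assay measuring rescue of mutant channel to the surface after 24 h compound exposure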
RAD54 branch: inhibitors of human RAD54 branch migration, primary screen, biochemical, fluorescence, single point; DNA repair and recombination protein RAD54-like (Homo sapiens), Q92698; RAD54 Holliday junction branch migration, FAM/BHQ fluorescence; actives 0.14% (n = 360,000); inhibition, % at 10.4 µM;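 active means mean normalized replicate activity at least 40 and at least half of replicates scoring 40 or more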;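 further: 0% = median of neutral control wells and 100% = median of positive control wells; inhibitors cause a drop in the FAM fluorescence signal; in these data hits start at about 50%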
ARNT TACC3 PPI: disruptors of ARNT/TACC3 protein interaction, primary screen, biochemical, AlphaScreen, single concentration; Transforming acidic coiled-coil-containing protein 3 (Homo sapiens), Q9Y6A5; AlphaScreen His-ARNT PAS-B/GST-TACC3 binding, luminescence; TACC3 fragment carries E629A point mutation; inhibition, % at 9.99 µM; actives 0.66% (n = 390,000);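 active means mean inhibition of replicates at least 50% and at least half of replicates each reaching 50%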;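 further: 0% = complete ARNT plus TACC3 wells and 100% = ARNT alone without TACC3; many hits fall short of the cut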
ERAP1 HTS inh: human ERAP1 aminopeptidase inhibitors, primary screen, biochemical, single point, plate reader; recombinant ERAP1, Leu-AMC fluorescence, 60 min; actives 0.15% (n = 340,000); AID 652197, 2013; Endoplasmic reticulum aminopeptidase 1 (Homo sapiens), Q9NZ08; inhibition, % at 10.7 µM;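 active means mean replicate inhibition of at least 30%, or all replicates individually reaching that 30% level; inactive means mean below 30% and not every replicate reaching it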;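 further: 0% = neutral control wells and 100% = L-leucinethiol positive control wells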
Target sequence (Q9NZ08 whole entry, looked up): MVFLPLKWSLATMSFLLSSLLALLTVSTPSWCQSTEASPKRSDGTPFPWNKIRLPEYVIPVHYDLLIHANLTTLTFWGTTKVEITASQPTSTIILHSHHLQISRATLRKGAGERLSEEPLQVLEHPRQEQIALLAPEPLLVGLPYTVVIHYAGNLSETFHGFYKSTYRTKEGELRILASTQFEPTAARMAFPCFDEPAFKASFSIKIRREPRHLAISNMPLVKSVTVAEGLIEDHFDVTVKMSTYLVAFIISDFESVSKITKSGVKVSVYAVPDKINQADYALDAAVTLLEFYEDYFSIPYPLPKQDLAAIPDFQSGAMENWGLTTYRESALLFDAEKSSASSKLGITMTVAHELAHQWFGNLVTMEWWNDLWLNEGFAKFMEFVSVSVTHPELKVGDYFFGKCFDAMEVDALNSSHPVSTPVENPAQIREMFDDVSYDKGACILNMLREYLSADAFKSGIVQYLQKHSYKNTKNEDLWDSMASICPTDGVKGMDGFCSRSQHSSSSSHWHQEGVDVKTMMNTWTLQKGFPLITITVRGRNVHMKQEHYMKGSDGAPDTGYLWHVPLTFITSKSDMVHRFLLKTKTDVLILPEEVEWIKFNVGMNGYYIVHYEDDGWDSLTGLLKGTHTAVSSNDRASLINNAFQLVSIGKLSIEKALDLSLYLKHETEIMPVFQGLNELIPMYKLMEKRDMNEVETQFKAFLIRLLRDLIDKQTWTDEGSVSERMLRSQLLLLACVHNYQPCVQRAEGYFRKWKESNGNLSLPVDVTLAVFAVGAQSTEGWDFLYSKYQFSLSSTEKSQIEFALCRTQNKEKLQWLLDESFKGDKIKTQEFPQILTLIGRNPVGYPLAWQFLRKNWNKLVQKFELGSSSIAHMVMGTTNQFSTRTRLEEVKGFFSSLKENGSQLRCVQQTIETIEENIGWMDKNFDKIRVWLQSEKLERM
RAD52 anneal inh: RAD52 DNA annealing inhibitors, primary screen, biochemical, FRET, single point, set 2 | recombinant RAD52 DNA annealing, FRET fluorescence | inhibition, % at 18.7 µM | actives 0.46% (n = 360,000) | AID 651710, 2012;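 active means every replicate showing at least 50% inhibition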
The depositor's hits bear a star; nt = no result given; & = joins results of further samples. Compounds were not picked by outcome, and some 3.3% of all compounds hit somewhere here.

1) C[C@@H]1CCCCO[C@@H](CN(C)C(=O)Nc2ccccc2)[C@H](C)CN([C@H](C)CO)C(=O)c2cc(NS(=O)(=O)c3cccs3)ccc2O1
2) CCOc1ccc2oc(C(=O)N(CC)CC(=O)Nc3ccc(NC(C)=O)cc3)c(C)c2c1
3) CCN1C(=O)[C@H]2[C@H]3CN=C(SCC(=O)c4ccccc4)N3[C@@](CC)(C(=O)OC)[C@H]2C1=O
4) CCCN(C)C[C@@H]1Oc2ncc(C#CC3(O)CCCC3)cc2C(=O)N([C@H](C)CO)C[C@@H]1C
5) CCCN1C[C@@H](C)[C@@H](OC)CN(C)C(=O)c2ccc(NC(=O)Nc3cccc(F)c3)cc2OC[C@@H]1C
6) N#Cc1ccccc1N=Cc1ccc(Br)cc1
7) Nc1nnc(-c2ccc(Cl)cc2)o1
8) CCc1ccccc1OCC(=O)OCC(=O)N1CC(=O)Nc2ccccc21

assay / entry	1	2	3	4	5	6	7	8
INS-1E GSIS act	-3	nt	-2	6	-4	49	22	2
Xi reactivation	0.0	0.4	0.1	0.1	0.1	-0.1	0.0	0.0
esBAF inh	7	13	-7	-6	-2	5	nt	nt
CFTR F508del cor	1.5	1.0	-2.4	-4.4	2.8	nt	-2.6	-0.8
RAD54 branch	6	6	-9	-1	-7	-22	-7	nt
ARNT TACC3 PPI	0	5	-5	-4	-3	1	-2	nt
ERAP1 HTS inh	-2	3	1	3	0	nt	nt	2
RAD52 anneal inh	17	-20	-10	-6	-12	nt	-9	-29

In another format: entries from further up.
(6) N#Cc1ccccc1N=Cc1ccc(Br)cc1
  INS-1E GSIS act: 49
  Xi reactivation: -0.1
  esBAF inh: 5
  CFTR F508del cor: nt
  RAD54 branch: -22
  ARNT TACC3 PPI: 1
  ERAP1 HTS inh: nt
  RAD52 anneal inh: nt

(5) CCCN1C[C@@H](C)[C@@H](OC)CN(C)C(=O)c2ccc(NC(=O)Nc3cccc(F)c3)cc2OC[C@@H]1C
  INS-1E GSIS act: -4
  Xi reactivation: 0.1
  esBAF inh: -2
  CFTR F508del cor: 2.8
  RAD54 branch: -7
  ARNT TACC3 PPI: -3
  ERAP1 HTS inh: 0
  RAD52 anneal inh: -12

Carrying on.
9) O=C(C[C@H]1C[C@@H]2c3cc(NC(=O)Nc4ccccc4F)ccc3O[C@@H]2[C@@H](CO)O1)NCC(F)(F)F
10) CCc1nc2ccccc2c(C(=O)OCC(=O)NCCCN2CCCC2=O)c1C
11) CCc1ccc(NC(=O)C/C(C)=N/NC(=O)COc2ccccc2C)cc1
12) Cc1ccc(C(=O)NC2CCN(C(=O)Nc3ccccc3)CC2)cc1
13) O=C(c1cccc(S(=O)(=O)Nc2ccc(F)cc2)c1)N1CCC1
14) O=c1oc2cc(OCCO)ccc2c2c1CCCC2
15) COc1cc2c(cc1OC)CN(C(=O)c1cc(C3CC3)nn1-c1ccccc1)CC2
16) C[C@H](CO)N1C[C@H](C)[C@@H](CN(C)Cc2ccc(-c3ccccc3)cc2)Oc2ccc(NC(=O)Cn3cnnn3)cc2C1=O

assay / entry	9	10	11	12	13	14	15	16
INS-1E GSIS act	12	nt	3	-9	nt	3	8	0&12
Xi reactivation	0.0	nt	0.0	0.0	0.4	0.1	0.0	0.2&0.1
esBAF inh	5	-2	-3	0	0	3	1	4&-7
CFTR F508del cor	1.5	nt	-1.0	2.0	0.5	-8.8	3.5	-2.1&2.3
RAD54 branch	-15	4	5	6	-2	-8	3	5&0
ARNT TACC3 PPI	6	nt	nt	4	-1	-5	12	9
ERAP1 HTS inh	-1	13	7	-1	0	-3	1	-2&-4
RAD52 anneal inh	-1	-9	-5	-3	-6	-4	-21	-8&14

17) COc1ccc2c3c([nH]c2c1)[C@@H](CO)N(C(=O)c1ccccn1)CC31CCN(C(=O)C2CCCCC2)CC1
18) O=C(c1ccc2c(c1)OCO2)N1C[C@H]2[C@@H](c3ccccc31)[C@H](CO)N2C(=O)CC1CC1
19) CC(=O)N1N=C(c2cccs2)CC1c1cccs1 (stereo not given)
20) CC1CCN(CCCNC(=O)c2ccc3c(Cl)c4c(nc3c2)CCCC4)CC1
21) Cc1ccc(N2CC(C(=O)Nc3nnc(SCC(=O)N4CCOCC4)s3)CC2=O)cc1 (stereo not given)
22) Cc1ccc(C)c(S(=O)(=O)N2CCN(C(=O)CCNC(=O)c3ccc(Br)cc3)CC2)c1
23) O=C(Nc1ccccc1C(=O)N/N=C/c1ccc(F)cc1)c1ccccc1Br
24) O=C(C1CCCCC1)N1C[C@H](n2cc(C3CC3)nn2)[C@@H](O)C[C@@H]1c1ccc(Cl)cc1

assay / entry	17	18	19	20	21	22	23	24
INS-1E GSIS act	35	11	12	-20	0	-77	-9	-27
Xi reactivation	0.4	-0.1	0.0	0.0	5.7	-0.1	nt	0.1
esBAF inh	nt	2	-4	-9	-8	-4	8	-4
CFTR F508del cor	0.6	1.0	0.1	-6.1	0.1	-2.8	nt	-0.2
RAD54 branch	nt	6	nt	nt	3	4	-3	-3
ARNT TACC3 PPI	nt	-7	5	4	-5	-1	1	nt
ERAP1 HTS inh	1	-2	0	1	-1	-7	nt	0
RAD52 anneal inh	-4	-7	-15	19	-10	-13	nt	-3

25) COC(OC)c1ccnc(-c2ccc(OC(=O)c3cccs3)cc2)n1
26) C[C@@H]1CN([C@H](C)CO)S(=O)(=O)c2ccc(-c3ccncc3)cc2O[C@H]1CN(C)S(C)(=O)=O
27) C[C@@H]1CCCCO[C@@H](CN(C)C(=O)c2ccncc2)[C@@H](C)CN([C@H](C)CO)C(=O)c2cc(NS(=O)(=O)c3ccc(Cl)cc3)ccc2O1
28) O=C(COC(=O)/C=C/c1ccccc1[N+](=O)[O-])NCC(F)(F)F
29) CCN(CCCc1ccccc1)CCCc1ccccc1
30) C[C@H]1CN([C@@H](C)CO)C(=O)CCCn2cc(nn2)CO[C@H]1CN(C)S(=O)(=O)c1ccc(-c2ccccc2)cc1
31) C=CCOc1ccc(Br)cc1/C=C1/SC(=Nc2ccc(C(=O)O)cc2)NC1=O
32) C[C@@H]1CN([C@@H](C)CO)C(=O)c2cccc(N(C)C)c2O[C@H]1CN(C)Cc1ccncc1

assay / entry	25	26	27	28	29	30	31	32
INS-1E GSIS act	-1	-6	7	-5	-16	-7	-7	14
Xi reactivation	0.0	0.0	0.5	-0.7	0.0	-0.1	0.0	0.2
esBAF inh	nt	6	-1	-5	2	2	nt	2
CFTR F508del cor	-2.6	2.7	-1.2	-2.2	1.4	2.8	-0.5	-0.1
RAD54 branch	-1	-11	2	7	17	-1	nt	-9
ARNT TACC3 PPI	-7	0	2	-5	-3	11	-27	2
ERAP1 HTS inh	-1	-6	-5	6	-1	-1	0	-2
RAD52 anneal inh	-5	9	11	-9	-1	3	-62	6

33) CO[C@H]1CN(C)C(=O)c2ccc(NC(C)=O)cc2OC[C@@H](C)N(Cc2cccnc2)C[C@@H]1C
34) COc1ccc(S(=O)(=O)Nc2ccc3c(c2)C(=O)N([C@H](C)CO)C[C@@H](C)[C@@H](CN(C)Cc2ccc(C(F)(F)F)cc2)O3)cc1
35) CCNc1nc(N)nc(Oc2ccc(OCCOc3ccc(Cl)cc3Cl)nn2)n1
36) C[C@H](CO)N1C[C@H](C)[C@@H](CN(C)S(C)(=O)=O)Oc2ccc(NC(=O)Cc3ccccc3)cc2C1=O
37) CCN(C(=O)COC(=O)/C=C/c1cnc2ccccc2n1)c1ccccc1
38) COc1ccccc1Cc1c(C2CCCCC2)nc2ccc(Br)cn12
39) Cc1ccc[n+](C(C)C(=O)c2ccc(-c3ccccc3)cc2)c1 (stereo not given)
40) CCN(C(=O)CSc1nnc(-c2ccncc2)n1Cc1ccccc1)C1CCS(=O)(=O)C1 (stereo not given)

assay / entry	33	34	35	36	37	38	39	40
INS-1E GSIS act	4	-23	4	22	6	-46	-48	-3
Xi reactivation	0.1	-0.4	nt	-0.2	0.0	0.0	0.0	0.1
esBAF inh	-5	1	-4	-1&0	nt	3	-20	2
CFTR F508del cor	2.5	9.2*	nt	-0.5&-1.9	2.0	5.3	1.0	0.9
RAD54 branch	nt	7	2	-6&1	nt	-3	0	-9
ARNT TACC3 PPI	nt	1	-1	-6&-1	4	nt	4	34
ERAP1 HTS inh	nt	-1	-1	3&0	1	nt	0	3
RAD52 anneal inh	nt	-26	-15	7&0	-6	-33	2	-1

41) COc1ccc(Cl)cc1-c1cc(C(=O)NCc2ccccc2)[nH]n1
42) COc1ccccc1CC(NC(C)=O)C(=O)NC1CCN(C(=O)Nc2cccc(F)c2)CC1 (stereo not given)
43) COC(=O)[C@]12C[C@H](CC(=O)N3CCCC3)C(=O)N(Cc3ccccc3)C1=C[C@H](C(C)C)O[C@@H]2C1CC1
44) Cc1ccc(-c2ccc(=O)n(Cc3cccc(Br)c3)n2)cc1
45) Cc1c(Cl)cccc1NC(=O)NCc1ccncc1
46) CCOC(=O)C1(CCc2ccccc2)CCN(C(=O)c2cccc(C)n2)CC1
47) OCCNc1ncnc2c1ncn2[C@H]1CN(Cc2ccc3c(c2)OCO3)C[C@@H](CO)O1
48) COc1ccc(S(=O)(=O)N2c3cc(C)ccc3OCC2C(C)(C)C)cc1 (stereo not given)

assay / entry	41	42	43	44	45	46	47	48
INS-1E GSIS act	nt	14	nt	-5	7	-10	nt	-24
Xi reactivation	-0.1	0.1	-0.1	0.0	0.0	-0.1	0.0	nt
esBAF inh	1	-3	nt	-2	nt	nt	-1	-20
CFTR F508del cor	1.6	-0.4	0.6	-3.8	-0.5	1.1	-0.4	nt
RAD54 branch	0	-7	nt	4	-5	nt	-8	12
ARNT TACC3 PPI	nt	-3	nt	2	-3	0	nt	-2
ERAP1 HTS inh	-1	-4	-4	4	0	-2	-1	nt
RAD52 anneal inh	-8	-10	5	-9	-14	1	21	nt

49) CC(C)Oc1ccc(CNC(=O)CCC(=O)N2CC(C)Sc3ccccc32)cc1 (stereo not given)
50) C[C@@H]1CCCCO[C@@H](CN(C)C(=O)Cc2ccccc2)[C@@H](C)CN([C@H](C)CO)C(=O)c2cc(NS(=O)(=O)c3ccc(Cl)cc3)ccc2O1
51) Cc1cc(C)c2c(N)c(C(=O)c3ccccc3)sc2n1
52) O=S(=O)(Nc1ncccn1)c1ccc(NC(=S)Nc2ccccc2Cl)cc1
53) O=C(O)C1=NOC(CNC(=O)c2ccccc2Cl)C1 (stereo not given)
54) Cc1[nH]c2ccccc2c1C(=O)C(=O)N1CCN(c2ccccc2)CC1
55) COC(=O)C1=C(C)N(Cc2ccccc2)C(=NCCCCO)N[C@H]1CCc1ccccc1

assay / entry	49	50	51	52	53	54	55
INS-1E GSIS act	-15	7	-2	9	11	-24	nt
Xi reactivation	0.0	0.1	1.1	0.2	0.2	0.2	0.0
esBAF inh	-5	-1	nt	-4	nt	4	-11
CFTR F508del cor	3.4	-1.7	-1.4	0.9	-0.6	-0.6	0.4
RAD54 branch	3	-5	-1	nt	nt	-8	9
ARNT TACC3 PPI	12	nt	nt	-6	-4	-4	0
ERAP1 HTS inh	-2	5	2	-1	0	4	8
RAD52 anneal inh	1	-8	-17	-22	-4	0	-9
